Cneo AK release: causes C. neoformans cell lysis | adenylate kinase release luminescence, 4 h; normalised: neutral wells 0, clomiphene wells 100 | lysis activity, % at 15 µM | hit rate 0.2% among 360,000 | AID 651654;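 active means mean lysis activity across replicates of at least 80%, whatever share of replicates individually reach that level; inactive means mean lysis activity below 80%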
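Material – log-phase Cryptococcus neoformans yeast cells · Input – 5 × 10^6 yeast cells/mL · Medium – fresh YPD growth medium · Doses – single compound concentration per well · Timing – static 4 h at 37 °C with compound, 1 h detection · Detection – adenylate kinase release luminescence · Read-out – signal increase indicating cell lysis · Control set – Clomiphene as positive lysis control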
C2C12 statin: suppression of simvastatin myotoxicity | C2C12 myotubes + simvastatin, ATP luminescence, 48 h; scaled: DMSO 0, geranylgeraniol control 100 | hit rate 0.78% among 330,000 | rescue of ATP level, % at 7.49 µM;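 active means mean ATP rescue above about 67%, or every replicate alone reaching that limit, limit read from the data, passing the limit was not always enough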;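 further: myotubes were challenged with 10 µM simvastatin during compound exposure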
esBAF inh: SWI/SNF esBAF complex inhibition. AID 602393. hit rate 2% among 350,000. reporter increase, % at 12.5 µM. mouse ES cells, Bmi1-luciferase knock-in reporter, 24 h; 100% = twice the neutral-well signal; in the data active means activation above about 40%;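 further: 0% = median of the plate's neutral control wells and 100% = double that signal; a rise in the Bmi1 reporter signal indicates esBAF inhibition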
miR122 inh: blocks miR-122 activity in Huh7 sensor cells; Huh7 miR-122 Renilla luciferase sensor, 48 h; neutral wells = 0, positive control = 100; activation (reporter increase), % at 12.5 µM; hit rate 0.3% among 340,000; AID 602342;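 active means mean replicate activation score at least 90 and every replicate individually at or above 90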;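 further: higher luciferase means less miR-122 activity so hits act as miR-122 inhibitors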
SIRT5 block: inhibitors of human sirtuin-5 desuccinylase. inhibition, % at 15 µM. hit rate 1.1% among 330,000. AID 652115. Purified SirT5, succinyl-peptide AMC, trypsin-coupled fluorescence; in the data active means inhibition above about 15%
Target sequence (Q9NXA8 whole entry, looked up): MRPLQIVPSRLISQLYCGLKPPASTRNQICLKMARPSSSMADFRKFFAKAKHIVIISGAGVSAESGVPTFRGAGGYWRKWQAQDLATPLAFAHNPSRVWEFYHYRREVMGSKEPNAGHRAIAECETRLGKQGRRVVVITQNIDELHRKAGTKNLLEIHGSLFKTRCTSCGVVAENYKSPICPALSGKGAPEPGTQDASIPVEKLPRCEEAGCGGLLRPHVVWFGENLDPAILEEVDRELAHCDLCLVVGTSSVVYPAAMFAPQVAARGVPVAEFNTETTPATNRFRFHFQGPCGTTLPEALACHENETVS
ERp5 block: ERp5 (human) disulfide isomerase inhibition; ERp5 insulin aggregation, absorbance 650 nm, 90 min; hit rate 0.05% among 350,000; Q15084; AID 651711; inhibition, % at 9.99 µM;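 active means mean replicate inhibition above about 25%, with every replicate also reaching it, limit read from the data, passing the limit was not always enough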
Target sequence (Q15084 whole entry, looked up): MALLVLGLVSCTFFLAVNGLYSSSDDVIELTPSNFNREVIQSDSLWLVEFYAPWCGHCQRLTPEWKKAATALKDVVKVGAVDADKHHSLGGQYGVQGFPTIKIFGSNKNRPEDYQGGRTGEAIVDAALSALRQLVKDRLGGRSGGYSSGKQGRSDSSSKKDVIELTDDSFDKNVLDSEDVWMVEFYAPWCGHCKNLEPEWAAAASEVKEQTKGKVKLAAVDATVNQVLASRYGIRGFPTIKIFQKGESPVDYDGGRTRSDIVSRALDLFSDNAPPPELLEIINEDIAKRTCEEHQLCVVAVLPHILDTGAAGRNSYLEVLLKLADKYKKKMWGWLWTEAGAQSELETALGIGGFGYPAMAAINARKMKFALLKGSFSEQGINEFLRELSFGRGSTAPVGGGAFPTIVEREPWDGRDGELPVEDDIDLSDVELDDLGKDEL
ARNT TACC3 PPI: disruptors of human ARNT/TACC3 interaction. Q9Y6A5. hit rate 0.66% among 390,000. inhibition, % at 9.99 µM. AlphaScreen His-ARNT PAS-B/GST-TACC3 binding, luminescence; TACC3 fragment carries E629A point mutation;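 active means mean inhibition of replicates at least 50% and at least half of replicates each reaching 50%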;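 further: 0% = complete ARNT plus TACC3 wells and 100% = ARNT alone without TACC3; many hits fall short of the cut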
The depositor's hits bear a star; / = not tested or not shown; & = joins results of further samples; [ ] = another dose, or the depositor's remark. Random draw from the library (roughly 4% active in at least one column).

SMILES	Cneo AK release	C2C12 statin	esBAF inh	miR122 inh	SIRT5 block	ERp5 block	ARNT TACC3 PPI
OC(CNC1CCCc2ccccc21)COc1c(Cl)cccc1Cl (stereo not drawn)	/	/	/	/	-5	4	6
Nc1ccccc1SCC(=O)Nc1ccc2c(c1)OCCO2	-4	0	32	/	-1	0	0
CO[C@@H]1CN(C)C(=O)c2cc(NC(=O)C3CCOCC3)ccc2OC[C@@H](C)N(C(=O)C2CCOCC2)C[C@H]1C	-1	2	-4	-2[16.7 µM]	-4	-2	-5
Cc1c(O)ccc2c(CC(=O)N[C@@H](Cc3ccc(O)cc3)C(=O)O)cc(=O)oc12	-3	7	-1	-2	-6	0	8
CC(C)Cn1cnc2c1c(=O)n(CC(=O)O)c(=O)n2Cc1ccccc1	-5	-8	-6	-4	-1	0	-1
Cc1ccc(C(=O)Nc2ccc(NC(=O)c3ccco3)c(C)c2)cc1	0	-5	28	0	-2	-4	1
Cc1ccc(NC(=O)CN2C(=O)S/C(=C/c3ccc(O)c([N+](=O)[O-])c3)C2=O)cc1C	/	/	/	/	-3	17	9
Cc1c(C(=O)NC(=S)N(Cc2ccccc2)c2ccccn2)cccc1[N+](=O)[O-]	1	-7	5	3	-2	4	2
O=S(=O)(NC1CCCC1)c1ccc(S(=O)(=O)N2CCN(c3ccccc3)CC2)cc1	-2	-13	-6	14	/	/	0
COC(=O)/C(=C1\Oc2ccc(C(C)(C)C)cc2S1)C(F)(F)F	-2	3	53*	3	/	-7	-4
O=C(Nc1ccccc1C(F)(F)F)c1ccccc1Br	0	1	6	2	-5	3	-3
CC(=O)N1[C@H](CO)[C@H]2c3ccccc3N(C(=O)Nc3cc(F)ccc3F)C[C@H]21	-4	-1	3	-17[16.7 µM]	0	2	-1
CC(O)CSc1nc2c(c(=O)[nH]c(=O)n2C)n1Cc1ccccc1Cl (stereo not drawn)	-1	2	0	-10	-1	2	-2
CO[C@H]1CC[C@@H]2CCOc3ccc(C#N)cc3C(=O)N(C)CCCC(=O)N(C)C[C@@H]1O2	61	4	-3	/	9	-3	5
Cc1noc(C)c1NC(=O)N[C@@H]1CC[C@H](CC(=O)N2CCCCC2)O[C@@H]1CO	3	0	2	/	-4	-2	-3
COc1ccc(NC(=S)N(CCCN2CCOCC2)Cc2ccccn2)cc1	2	-2	-2	0	-5	2	11
O=C(CCC1N=C2c3ccccc3N=C(SCc3ccccc3Cl)N2C1=O)NCc1ccco1 (stereo not drawn)	0	36	3	-1	/	/	2
CC(C)(C)c1nc(SCC(=O)N2CC(=O)Nc3ccccc32)c2ccccc2n1	/	/	/	11	-4	1	-3
C[C@H]1CN([C@@H](C)CO)C(=O)c2cc(NC(=O)Cc3ccccc3)ccc2O[C@@H]1CN(C)C(=O)Nc1ccccc1	3	-7	2	-2[16.7 µM]	4	-1	0
C[C@@H]1CN([C@H](C)CO)C(=O)c2cc(NS(=O)(=O)c3cccs3)ccc2O[C@@H]1CN(C)C(=O)Nc1ccc2c(c1)OCO2	-1	14	5	1[16.7 µM]	2	2	-2
O=C(O)c1cccc(NC(=O)c2ccc3c(c2)C(=O)N(Cc2ccco2)C3=O)c1	14	9	6	0	5	-4	7
Cc1noc(C)c1S(=O)(=O)N(C)C[C@H]1OCCCC[C@H](C)Oc2ccc(NC(=O)Cc3ccccc3)cc2C(=O)N([C@H](C)CO)C[C@H]1C	-2	/	-2	13[16.7 µM]	-3	1	8
FC(F)(F)c1cc(-c2cccs2)n[nH]1	0	-21	-4	-3	/	/	0
COc1ccc(N(CC(=O)Nc2ccc3c(c2)OCO3)S(=O)(=O)c2ccc(C)cc2)cc1OC	-1	3	7	13	-5	-3	2
CC(NC(=O)[C@H](Cc1c[nH]c2ccccc12)NC(=O)[C@@H]1Cc2ccccc2CN1)c1ccccc1 (stereo partly drawn)	15	-11	4	-2	/	6	-1

The last 5 records of the section above lead into the next.
SMILES	Cneo AK release	C2C12 statin	esBAF inh	miR122 inh	SIRT5 block	ERp5 block	ARNT TACC3 PPI
O=C(O)c1cccc(NC(=O)c2ccc3c(c2)C(=O)N(Cc2ccco2)C3=O)c1	14	9	6	0	5	-4	7
Cc1noc(C)c1S(=O)(=O)N(C)C[C@H]1OCCCC[C@H](C)Oc2ccc(NC(=O)Cc3ccccc3)cc2C(=O)N([C@H](C)CO)C[C@H]1C	-2	/	-2	13[16.7 µM]	-3	1	8
FC(F)(F)c1cc(-c2cccs2)n[nH]1	0	-21	-4	-3	/	/	0
COc1ccc(N(CC(=O)Nc2ccc3c(c2)OCO3)S(=O)(=O)c2ccc(C)cc2)cc1OC	-1	3	7	13	-5	-3	2
CC(NC(=O)[C@H](Cc1c[nH]c2ccccc12)NC(=O)[C@@H]1Cc2ccccc2CN1)c1ccccc1 (stereo partly drawn)	15	-11	4	-2	/	6	-1
Fc1cccc(Cl)c1CSc1nnc2ccccn12	/	/	/	/	-3	-4	-4
C[C@@H]1CN([C@@H](C)CO)C(=O)Cc2cc(NS(=O)(=O)c3cn(C)cn3)ccc2O[C@@H]1CN(C)C(=O)Nc1ccc2c(c1)OCO2	-1	-26	2	3[16.7 µM]	1	-2	-10
CS(=O)(=O)c1nc(S(=O)(=O)c2ccc(Cl)cc2)c(NCCCn2ccnc2)s1	-9	-15	-2	0	2	-2	/
CSCCC(NC(N)=O)C(=O)N(C)CC(=O)Nc1ccc(C)cc1 (stereo not drawn)	-2	-28	1	-3	/	/	-6
COc1cc(NC(=O)c2ccc(-c3c(C)noc3C)c3ccoc23)cc(OC)c1OC	-1	-8	-2	-2	1	-8	/
CCOc1cc(C(=S)N2CCOCC2)ccc1OS(=O)(=O)c1ccc(OC)cc1	0	-18	5	4	-6	5	4
N#C/C(=C\c1ccco1)C(=O)Nc1ccc(S(N)(=O)=O)cc1	/	/	/	/	-2	-1	9
COc1ccc(CCN2CCCC(CN(C)C(=O)c3ccoc3C)C2)cc1 (stereo not drawn)	1	/	/	4	1	1	-6
O=C(O)c1ccc(Oc2ccccc2)o1	/	/	/	/	0	-2	-7
C[C@@H]1CCCCO[C@H](CN(C)Cc2ccccc2)[C@H](C)CN([C@H](C)CO)C(=O)c2cc(NC(=O)c3ccccc3)ccc2O1	-4	/	6	-4[16.7 µM]	/	/	9
O=C(C(=O)N1CCN(c2ccccc2F)CC1)c1c[nH]c2ccccc12	/	/	/	/	2	1	13
CCN1CCN(CCCNC(=O)c2ccc3c(c2)NC(=O)c2ccccc2S3)CC1	3	11	-1	-9	/	-6	-2
Cc1cccc(-n2ncc3c(NCc4ccc5c(c4)OCO5)ncnc32)c1	0	0	8	9	/	/	-6
O=C(NCCCN1CCCC1=O)c1cc(COc2ccc(F)cc2F)on1	-1	3	-13	-2	-4	7	-7
Cc1cc(C)nc(SCc2nnc(SCC(=O)NCc3ccco3)n2-c2ccccc2)n1	-1	4	0	-6	/	/	-3
CC(NC(=O)CSc1nc2ccccc2n1C)c1ccccc1 (stereo not drawn)	-4	-2	-3	-7	-2	1	/
O=C(NC1CC2CCCC(C1)N2C(=O)NC1CCCCC1)c1ccc(F)cc1 (stereo not drawn)	-1	0	4	10	/	/	20
COc1cc(S(=O)(=O)N2CCOCC2)ccc1NC(=O)COC(=O)c1ccc(Cl)nc1	0	1	-7	-2	-3	3	6
Cn1cc(CN2CCC(n3nccc3NC(=O)c3ccccc3Cl)CC2)c2ccccc21	0	0	-11	0	-4	-5	14
COc1ccc2[nH]c(=O)c(CN(C)C(=O)c3ccncc3)cc2c1	4	38	-5	-22	/	/	8
COc1ccc(C(=O)OCC(=O)Nc2ccc3c(c2)OCCO3)c(OC)c1	2	4	-1	-14	-9	0	2
COCC#Cc1ccc2c(c1)O[C@H](CN(C)Cc1ccccn1)[C@H](C)CN([C@@H](C)CO)S2(=O)=O	/	10	-2	-1[16.7 µM]	/	/	/
CC1CCCN(S(=O)(=O)c2ccc(NC(=O)C3CC(=O)N(c4ccccc4)C3)cc2)C1 (stereo not drawn)	1	-38	1	4	0	-2	10
CN1CCN(c2ncnc3sc(-c4ccccc4)cc23)CC1	/	-11	-4	-9	2	4	0
CC(=O)Nc1ccc(S(=O)(=O)N(C)CC(=O)Nc2cccc(S(=O)(=O)N3CCCC3)c2)cc1	/	/	/	/	-1	2	-2

Among those listed so far, these have a cyano group.
SMILES	Cneo AK release	C2C12 statin	esBAF inh	miR122 inh	SIRT5 block	ERp5 block	ARNT TACC3 PPI
CO[C@H]1CC[C@@H]2CCOc3ccc(C#N)cc3C(=O)N(C)CCCC(=O)N(C)C[C@@H]1O2	61	4	-3	/	9	-3	5
N#C/C(=C\c1ccco1)C(=O)Nc1ccc(S(N)(=O)=O)cc1	/	/	/	/	-2	-1	9

The listing continues:
SMILES	Cneo AK release	C2C12 statin	esBAF inh	miR122 inh	SIRT5 block	ERp5 block	ARNT TACC3 PPI
CC=Cc1ccc2n(c1=O)C[C@H]1[C@H](CO)[C@@H](C(=O)N3CCOCC3)[C@@H]2N1CC1CCCC1 (mixture of isomers)	1	-3	0	/	-1	-9	4
NS(=O)(=O)c1ccc(CCNC(=O)c2ccc(Br)s2)cc1	/	/	/	/	1	-3	-2
COc1ccccc1Oc1ccc2c(c1)C(=O)N(c1ccc(O)cc1)C2=O	0	128*	9	-2	/	/	-13
O=C(CSc1nnnn1-c1ccc(O)cc1)Nc1ccc(N2CCOCC2)c(Cl)c1	1	-1	-10	16	/	/	2
CC(C)(C)S(=O)N1Cc2cc(CO)cc(CCO)c2[C@H]1CCO (stereo partly drawn)	29	0	2	-6	-1	1	-3
CCOC(=O)C1=C(C)NC2=C(C(=O)CC(C)(C)C2)C1c1cccc(C)n1 (stereo not drawn)	1	-16	-8	-5	/	/	-30
CN(C)C(=O)[C@H]1[C@H](CO)[C@H]2Cn3c(cccc3=O)[C@@H]1N2CC1CCOCC1	-1	2	1	-3[16.7 µM]	1	-2	-7
Cc1onc(-c2ccccc2)c1-c1ccnn1C(=O)NC(C)C	/	2	-11	/	0	0	39
CC(C)NC(=O)N(C)C[C@H]1Oc2c(NS(=O)(=O)c3cccs3)cccc2C(=O)N([C@H](C)CO)C[C@@H]1C	0	-10	-3&-42	0[16.7 µM]	-1	-5	/
CN(C)Cc1c(C(=O)N/N=C/c2cccnc2)nnn1-c1nonc1N	1	31	-4	-2	3	5	0
CCCNC(=O)C[C@H]1CC[C@@H]2[C@H](COc3ccc(NC(=O)Nc4c(C)noc4C)cc3C(=O)N2C)O1	-2	18	-8	-25[16.7 µM]	-4	-5	-6
Cc1cccc(OC2CCN(Cc3nc(CC4CC4)no3)CC2)c1	0	4	5	5	-1	-5	5
CC(=O)Nc1ccc(C(=O)CSc2nnnn2C2CCCC2)cc1	/	/	/	/	-1	2	-30
COc1cccc(Nc2ncccc2C(=O)O)c1	-3	15	21	-3	/	/	-4
COc1ccc(S(=O)(=O)N[C@H]2CC[C@@H](CC(=O)NCCc3ccccc3)O[C@@H]2CO)cc1	-1	0	-1	/	-2	-4	-9
Cc1noc(C)c1NC(=O)N(C)C[C@H]1OCCCC[C@@H](C)Oc2ccc(N(C)C)cc2C(=O)N([C@H](C)CO)C[C@H]1C	/	-25	-3	3[16.7 µM]	/	/	/
CCCCc1c(O)nc(SCC(=O)c2ccccc2)[nH]c1=O	1	-3	-19	1	/	/	12
CC1Sc2ccc(C(=O)NCc3cccc(C(F)(F)F)c3)cc2NC1=O (stereo not drawn)	-3	13	-1	/	-1	-3	3
Cc1ccccc1CC(=O)N1CCN(S(=O)(=O)c2cccs2)CC1	1	/	/	1	-5	-3	9
C/C(=N/NS(=O)(=O)c1ccc(CC(C)C)cc1)c1ccncc1	0	1	1	4	-3	-4	/
Cc1c(CN2CCCCC2)c(O)n(CCCO)c(=O)c1C#N	-2	/	/	-4	/	/	5
O=c1cc(-c2ccc(O)cc2)oc2c(C3OCC(O)C(O)C3O)c(O)c(C3OC(CO)C(O)C(O)C3O)c(O)c12 (stereo not drawn)	0	-6	-3	3	/	3	-4
CCCCNC(=O)Nc1c(C(=O)OCC)[nH]c2ccccc12	-1	/	-2	-4	/	/	/
CC(C)NC(=O)N(C)C[C@@H]1OCCCC[C@@H](C)Oc2ccc(NS(=O)(=O)c3cn(C)cn3)cc2C(=O)N([C@H](C)CO)C[C@@H]1C	50	/	-5	7[16.7 µM]	3	-8	5
